Screens deposited in PubChem BioAssay by National Center for Advancing Translational Sciences (NCATS).
L3MBTL1 inh = L3MBTL1 (human) inhibition; hit rate 0.66% among 230,000; Potency, µM (doses to about 57.1 µM), for the others: at the highest dose activity, negative = inhibition, usual class: inhibitors; AlphaScreen L3MBTL1–H3K9me1 peptide binding; Q9Y468; note: % is set by controls: 0 for no effect and ±100 for the full control effect; nearly all actives have a fitted effect of over 60% in size
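Read-out is AlphaScreen signal from streptavidin donor and nickel chelate acceptor beads (10 ug/mL final each) bridging L3MBTL1 (50 nM) and biotinylated K9-monomethylated H3(1-15) peptide (75 nM), after 30 min compound exposure at room temperature.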
KinaseGlo FLuc = counter-screen: inhibitors of Kinase-Glo firefly luciferase; Q27757; Kinase-Glo luciferase, ATP luminescence, 8 min; Potency, µM (doses to about 38.3 µM), for the others: at the top dose activity change, negative = inhibition, actives largely listed as inhibitors; hit rate 0.28% among 200,000; AID 1379; note: % is set by controls: 0 for no effect and ±100 for the full control effect; nearly all actives have a fitted effect of over 60% in size
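Compounds were added to a substrate mix at pH 7.2 (50 mM imidazole, 10 uM ATP, within the enzyme's linear range), followed by Kinase-Glo detection reagent; luminescence was measured after 8 minutes at ambient temperature.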
ALDH1A1 block = inhibitors of human aldehyde dehydrogenase 1A1; hit rate 7.3% among 220,000; P00352; Potency, µM (series often up to 75.3 µM), for inactives: at the highest dose activity, negative = inhibition, hits mostly inhibitors; Purified ALDH1A1, NADH fluorescence, propionaldehyde substrate; active = well fitted inhibition curve with a large enough effect, not every such curve was filed as active; inconclusive = small, poorly fitted or top-dose-only effect, or another doubt; inactive = no such curve, though single readings can be large or run the other way;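 note: plate controls were no enzyme wells and a reference inhibitor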
Tau fibril ThT = inhibitors of human tau fibril formation, thioflavin T binding | Potency, µM (titrated, usually from 57.4 µM), for the others: top-dose activity, negative = inhibition, usual class: inhibitors | recombinant tau K18 P301L (four-repeat tau fragment), heparin-induced fibrillization, ThT fluorescence | hit rate 2.1% among 270,000; note: % is set by controls: 0 for no effect and ±100 for the full control effect; nearly all actives have a fitted effect of over 55% in size
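K18 P301L tau (15 uM + 0.24 uM Alexa 594-tagged), heparin 20 uM, NaOAc pH 7, 6 h 37 C; ThT 30 uM, 1 h RT, ex 450/em 510 nm.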
SMN2 splice up = increases expression of the SMN2 splice variant. HEK293 SMN2-luciferase splicing reporter, luminescence, 30-36 h. Potency, µM (doses to about 46.1 µM), without a hit: top-dose activity change, positive = activation, actives largely listed as activators. hit rate 2.8% among 210,000. AID 1458; note: % of control where 0% means no effect; nearly all actives have a fitted effect of over 55% in size
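HEK293 cells carry an SMN2 minigene-luciferase reporter in which exon 7 inclusion puts luciferase in frame. Cells were seeded at 2000 cells/well, attached for 10-12 hours, then exposed to compounds for 30-36 hours at 37C before ONE-Glo luminescence.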
RECQ1 helicase = inhibitors of human RECQ1 DNA helicase | RECQ1 DNA unwinding, red fluorescence kinetic read | Potency, µM (highest dose often 57.3 µM), for the others: top-dose activity, negative = inhibition, actives largely listed as inhibitors | hit rate 0.54% among 240,000 | AID 2549;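 note: plate controls were vehicle for no effect and no enzyme for full effect; nearly all actives have a fitted effect of over 30% in size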
Target sequence (P46063 whole entry, looked up): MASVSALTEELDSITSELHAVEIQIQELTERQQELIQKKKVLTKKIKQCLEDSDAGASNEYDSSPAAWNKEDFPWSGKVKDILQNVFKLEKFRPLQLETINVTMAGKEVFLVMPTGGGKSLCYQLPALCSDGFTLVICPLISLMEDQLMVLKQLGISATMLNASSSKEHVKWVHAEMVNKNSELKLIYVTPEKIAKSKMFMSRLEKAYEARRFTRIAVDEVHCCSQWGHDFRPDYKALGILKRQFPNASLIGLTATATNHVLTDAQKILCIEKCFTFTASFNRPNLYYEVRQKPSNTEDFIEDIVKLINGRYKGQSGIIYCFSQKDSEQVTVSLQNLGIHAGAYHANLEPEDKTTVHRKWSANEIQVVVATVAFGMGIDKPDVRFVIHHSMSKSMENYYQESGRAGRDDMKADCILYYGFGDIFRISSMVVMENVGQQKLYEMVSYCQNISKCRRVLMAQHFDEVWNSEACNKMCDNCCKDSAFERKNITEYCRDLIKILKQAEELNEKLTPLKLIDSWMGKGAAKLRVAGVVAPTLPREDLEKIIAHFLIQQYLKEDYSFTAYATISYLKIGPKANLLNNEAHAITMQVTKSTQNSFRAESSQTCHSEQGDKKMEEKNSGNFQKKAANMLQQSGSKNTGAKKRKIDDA
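50 nM RECQ1T1 preincubated 15 min with compound in Tris pH 8.0 buffer with MgCl2, DTT, Tween-20 and 2.5 ug/ml poly(dI-dC); started with 200 nM TAMRA/BHQ-2 forked duplex and 2 mM ATP. Unwinding read as fluorescence (525/598 nm), two reads 2 h apart.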
LMNA splice mod = modulators of lamin A splicing. HeLa LMNA splicing GFP/RFP minigene ratio, 48 h. Potency, µM (doses to about 46.1 µM), for the others: top-dose ratio change, negative = inhibition, usual class: inhibitors. hit rate 0.01% among 200,000. AID 1487; active = well fitted inhibition curve with a large enough effect in the signal ratio, with a control signal flat, not every such curve was filed as active; inconclusive = small, poorly fitted or top-dose-only effect, or effect the other way, or a change in a side signal; the % refers to the signal ratio; note: % is set by controls: 0 for no effect and ±100 for the full control effect
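S3 HeLa cells stably expressing lamin A-EGFP splicing minigene plus DsRed2, 600 cells/well, 48 h compound exposure at 37C. Laser-scanning cytometry; analysed as GFP (500-530 nm)/RFP (575-640 nm) total intensity ratio; 0.5% DMSO vehicle.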
JMJD2E inh = inhibitors of human JMJD2E histone demethylase. hit rate 1.6% among 230,000. JMJD2E catalytic domain, FDH-coupled NADH fluorescence (FDH is formaldehyde dehydrogenase). B2RXH2. Potency, µM (highest dose often 57.1 µM), inactives show top-dose activity change, negative = inhibition, most hits filed as inhibitors; active = well fitted inhibition curve with a large enough effect, not every such curve was filed as active; inconclusive = small, poorly fitted or top-dose-only effect, or another doubt; inactive = no such curve, though single readings can be large or run the other way;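 note: 0% = wells with enzyme and -100% = buffer wells without enzyme; nearly all actives have a fitted effect of over 50% in size; many of its hits are not listed in these tables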
Target sequence (B2RXH2 1-337 limits assumed): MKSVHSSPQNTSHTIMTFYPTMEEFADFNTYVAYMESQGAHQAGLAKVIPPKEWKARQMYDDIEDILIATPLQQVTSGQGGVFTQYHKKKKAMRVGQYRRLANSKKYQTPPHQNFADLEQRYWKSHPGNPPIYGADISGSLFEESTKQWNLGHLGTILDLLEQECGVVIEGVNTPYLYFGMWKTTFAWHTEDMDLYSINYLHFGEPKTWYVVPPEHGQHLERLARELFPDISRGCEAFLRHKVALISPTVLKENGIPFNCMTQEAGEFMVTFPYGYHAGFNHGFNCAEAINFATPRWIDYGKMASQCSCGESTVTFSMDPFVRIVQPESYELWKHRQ
Starred values were filed as active, the others as inactive; i = inactive; ? = inconclusive; / = no result given; & = joins results of further samples; [ ] = dose if it differs, or a comment. Unless noted, calls come from the whole dose curve; as a rule, active = well fitted curve in the direction sought with a large enough effect; inconclusive = small, poorly fitted or top-dose-only effect, or another doubt; inactive = no such curve, though single readings can be large; an effect the other way counts as inactive or inconclusive. Potency is the fitted concentration of half-maximal effect. The list is partial, so the mix of outcomes need not match the whole.

Each structure is followed by: SMN2 splice up	LMNA splice mod	ALDH1A1 block	RECQ1 helicase	L3MBTL1 inh	KinaseGlo FLuc	JMJD2E inh	Tau fibril ThT
1) O=C1/C(=C/c2ccccc2)Nc2ccccc21
  -24%	-2%[0.0737 µM]	-8%	-5%	29%	-8%	-10%	13µM*
2) COc1cccc(OC)c1C(=O)N1CC(C)OC(C)C1 (stereo not given)
  ?	-1%	5%	-3%	/	-2%	-5%	-2%
3) Cc1ccc(N(CC(=O)NC2CCCCC2)C(=O)c2ccc(C)s2)cc1
  -15%	11%	4%	-1%	6%	-1%	-2%	-10%
4) Oc1ccc(Nc2ccnc3cc(Cl)ccc23)cc1
  /	/	/	-10%	-20%	/	-9%	?
5) Cc1cc(NC(=O)CN2CCC(C)CC2)no1
  10%	9%[46 µM]	-9%	-10%	-8%	8%	?	0%
6) Cc1cc(C)nc(NC(=NCc2ccc3c(c2)OCO3)NC(=O)Nc2ccccc2)n1
  -12%	-1%	1%	0%	/	-1%	-5%	-4%
7) CC(=Nc1ccc(C)cc1)c1sc2ccccc2c1O
  0.63µM*	-13%	-3%	-4%	31%[activator]	-7%	-10%	?
8) CCOC(=O)C1=C(N)n2c(s/c(=C/c3ccco3)c2=O)=C(C(=O)OC)C1c1ccco1 (stereo not given)
  2%	-15%	?	-3%	/	2%	?	14µM*
9) CC1(C)CC(=O)C(Sc2nnc(-c3ccc(NS(C)(=O)=O)cc3)n2Cc2ccco2)C(=O)C1
  13%	4%	-11%	-1%	1%	2%	-5%	-7%
10) COC(=O)c1cccc(-n2nnnc2SCC(=O)Nc2cc(C)on2)c1
  /	2%	11µM*	-2%	5%	/	7%	-1%
11) CC(=O)NCCCCCCNC(C)=O
  9%	0%	0%	-10%&0%	6%	1%	?	-13%&-2%
12) CCOC(=O)C1(C)NC(c2cccs2)C2C(=O)N(c3ccc(OC)cc3)C(=O)C21 (stereo not given)
  /	?	2%	0%	1%	0%	3%	-12%
13) COc1cc(NC(=O)CSc2nccc(C)n2)c(C(=O)O)cc1OC
  /	-5%	?	-5%	0%	/	?	-19%
14) O=C(CSc1nnc2ccccn12)NCCc1ccc(F)cc1
  4%	-1%[46 µM]	3%	-2%	/	3%	?	-5%
15) Cc1cccc(NC(=S)NNC(=O)c2ccc(Br)o2)c1
  -5%	2%	?	-6%	-1%	7%	5%	-20%
16) O=C(Cc1ccc([N+](=O)[O-])cc1)N1CCc2ccccc2C1
  13%	6%	-1%	i	-2%	-2%	-9%	-8%
17) O=C(CCSCc1ccc(Cl)cc1)NCc1ccco1
  1%	/	10%	-4%	/	0%	-4%	-8%
18) COc1ccc(-c2cc(=O)c3ccc(F)cc3[nH]2)cc1
  /	/	?	0%[81.1 µM]	/	-1%[39.9 µM]	/	-8%[81.4 µM]
19) Cc1ccc(NS(=O)(=O)c2cc(C(=O)N(C)C)ccc2C)cc1C
  7%	/	-10%	i	-3%	1%	-13%	0%
20) CCC(C)C(NC(=O)C(C)NC(=O)CNC(=O)OC(C)(C)C)C(N)=O (stereo not given)
  /	/	12%	5%	0%	-2%	-16%	-11%

Four of the compounds above, in markdown:
| entry | SMILES | SMN2 splice up | LMNA splice mod | ALDH1A1 block | RECQ1 helicase | L3MBTL1 inh | KinaseGlo FLuc | JMJD2E inh | Tau fibril ThT |
| --- | --- | --- | --- | --- | --- | --- | --- | --- | --- |
| 12 | CCOC(=O)C1(C)NC(c2cccs2)C2C(=O)N(c3ccc(OC)cc3)C(=O)C21 (stereo not given) | / | ? | 2% | 0% | 1% | 0% | 3% | -12% |
| 5 | Cc1cc(NC(=O)CN2CCC(C)CC2)no1 | 10% | 9%[46 µM] | -9% | -10% | -8% | 8% | ? | 0% |
| 9 | CC1(C)CC(=O)C(Sc2nnc(-c3ccc(NS(C)(=O)=O)cc3)n2Cc2ccco2)C(=O)C1 | 13% | 4% | -11% | -1% | 1% | 2% | -5% | -7% |
| 7 | CC(=Nc1ccc(C)cc1)c1sc2ccccc2c1O | 0.63µM* | -13% | -3% | -4% | 31%[activator] | -7% | -10% | ? |

Continued:
Each structure is followed by: SMN2 splice up	LMNA splice mod	ALDH1A1 block	RECQ1 helicase	L3MBTL1 inh	KinaseGlo FLuc	JMJD2E inh	Tau fibril ThT
21) O=C(CCN1C(=O)c2ccccc2C1=O)NCc1ccco1
  /	5%	?	-5%	/	-1%	8%	-8%
22) S=C1NCCc2ccccc2C1c1ccccc1Cl (stereo not given)
  6%	-13%	6%	-2%	-9%	1%	6%	-4%
23) Cc1ccc(-n2c(SCC(=O)N3Cc4ccccc4CC3C(=O)O)nnc2-c2cccnc2)c(C)c1 (stereo not given)
  /	-5%	6%	7%	-11%	/	-8%	-5%
24) CCn1c(SCC(=O)NC(=O)Nc2ccc3c(c2)OCCO3)nnc1-c1cccs1
  -9%	5%	?	-4%	2%	-5%	-5%	?
25) CC(=O)c1ccc2c3c(cccc13)C(=O)N(CCc1ccccc1)C2=O
  /	4%[46 µM]	?	-19%	-28%	-2%	1%	?
26) Cc1ccc(SCc2nc(-c3cccnc3)no2)cc1
  8%	?	?	i	/	5%	-2%	-11%
27) Cc1ccc(C(=O)COC(=O)c2ccc3c(c2)C(=O)N(c2cccc4ncccc24)C3=O)cc1
  -6%	-9%	8%	-13%	1%	-3%	-2%	?
28) COc1ccc(CNC(=O)c2onc(C)c2Cl)cc1
  1%	-9%	-6%	-3%	36%[activator]	1%	8%	-1%
29) CCOC(=O)C1=C(C)NC(=O)NC1c1ccccc1OCc1c(F)cccc1Cl (stereo not given)
  4%	-13%	?	-2%	/	2%	1%	-17%
30) CCCOc1ccc2oc(=O)c3c(c2c1)CCCN3C(=O)CN1CCN(c2ncccn2)CC1
  /	-1%	2.8µM*	i	-4%	/	3%	-5%
31) Cc1ccc(Cn2c(NS(=O)(=O)c3ccccc3)nc3ccccc32)cc1
  -14%	4%	?	i	-4%	0%	-7%	-9%
32) CC(=O)Nc1nc(C2COc3ccccc3O2)cs1 (stereo not given)
  4µM*	-3%	13%	-15%	-9%	-1%	-1%	1%
33) COC(=O)C1=C(C)N(CC(C)C)C(=O)/C1=C\c1cccs1
  5%	1%	?	-2%	/	2%	-4%	?
34) COC(=O)c1ccc(S(=O)(=O)NC(C)(C)C)n1C
  /	/	/	2%	4%	/	2%	-4%
35) S=c1[nH]cc(-c2ccccc2)n1-c1ccccc1Cl
  -8%	-6%	0.89µM*	-8%	-5%	-3%	-1%	5%
36) N#Cc1ncc(-c2ccc3c(c2)OCCOCCOCCOCCO3)nc1C#N
  -3%	-8%	-3%	-7%	4%	-2%	-2%	20µM*
37) Cc1nonc1C(=O)N/N=C/c1ccc(O)c(O)c1
  -11%	-11%	-9%	1%	0%	6.3µM*	-1%	5%
38) CCCCOc1ccc(/C=C/C(=O)Nc2ccc(C(N)=O)cc2)cc1
  15%	-3%	-1%	-2%	6%	1%	-1%	-11%
39) O=C(O)c1ccccc1C(=O)c1ccc(Oc2ccccc2)cc1
  18%	-23%	1%	-11%	-8%	-4%	-7%	10%
40) COc1ccc(Cc2nnc(NC(=O)Cc3cccs3)s2)cc1OC
  -26%	-4%	?	20µM*	6.3µM*	-4%	-1%	?
41) COC(=O)c1ccccc1NC(=O)CSc1nnc(CNS(=O)(=O)c2ccc(C)cc2)n1C
  7%	7%	5%	i	/	-3%	-19%	0%
42) CCSc1nnc(NC(=O)c2ccccc2C)s1
  10µM*	-6%[46 µM]	2%	-1%	/	-7%	10%	-14%
43) COc1cc2nc3c4ccccc4n(CC#N)c3nc2cc1OC
  -9%	4%	?	-1%	7%	0%	?	-2%
44) COc1cccc(CN(C)CC(=O)Nc2cccc(S(N)(=O)=O)c2)c1OC
  -11%	-6%	14%	-3%	-1%	-3%	8%	-1%
45) COc1ccc(S(=O)(=O)Cc2ccc(C(=O)N3CCc4ccccc4C3)o2)cc1
  0%	3%	?	-2%	/	4%	-24%	-22%
46) Cc1cccc(-n2ncc3c(N4CCCc5ccccc54)ncnc32)c1
  13µM*	-18%	?	-19%	/	-3%	?	?
47) CCOc1cc(/C=N/NC(=O)CSc2nnc(C)s2)ccc1OCc1ccccc1Cl
  8%	-6%	15%	-3%	?	1%	0%	-16%
48) Cc1[nH]c2ccccc2c1SCC(=O)NC1CCCCC1
  -27%	24%[9.22 µM]	6%	-6%	/	-1%	5%	?
49) COc1cccc(CN(C)Cc2nc(Cc3ccccc3Cl)no2)c1
  /	17%[46 µM]	-7%	i	36%[activator]	4%	-7%	-13%
50) CCN(CC)C(=O)N1CCc2ccccc21
  -3%	-10%[46 µM]	-1%	i	1%	2%	13%	-1%
51) CC1CCN(C(=O)c2cc3ccccc3c(=O)o2)CC1
  25%	1%	1%	-6%	-4%	-1%	-1%	2%
52) COc1cccc(/C(O)=C/C(=O)C(=O)Nc2ccc(S(=O)(=O)NC(C)=O)cc2)c1
  -9%	-9%	?	-1%	13%	-1%	?	-9%
53) CCOc1ccc(-c2cc3cc(OC)c(OC)cc3c(C)n2)cc1
  -14%	/	?	-1%	/	2%	?	-19%
54) CCC(Sc1ccccn1)C(=O)Nc1nnc(C)s1 (stereo not given)
  26%	-6%	-15%	14%	/	-3%	-7%	-8%

Reprinted at random: 2 entries already listed
Each structure is followed by: SMN2 splice up	LMNA splice mod	ALDH1A1 block	RECQ1 helicase	L3MBTL1 inh	KinaseGlo FLuc	JMJD2E inh	Tau fibril ThT
46) Cc1cccc(-n2ncc3c(N4CCCc5ccccc54)ncnc32)c1
  13µM*	-18%	?	-19%	/	-3%	?	?
48) Cc1[nH]c2ccccc2c1SCC(=O)NC1CCCCC1
  -27%	24%[9.22 µM]	6%	-6%	/	-1%	5%	?
